LEDGF integ inh – blocks HIV-1 LEDGF/p75-dependent DNA integration; AID 743269; inhibition, % at 3.7 µM; TR-FRET IN-LEDGF/p75 DNA integration, Eu/Cy5; actives 0.64% (n = 370,000);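 active means inhibition above the screen-wide mean plus 3 SD, cut at about 13% in these data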;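 further: signal is the Cy5 over europium emission ratio at 671 and 618 nm; 0% = plate median of compound wells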
UHRF1 binding – UHRF1 methyl-DNA binding inhibition; AID 687016; Q96T88; inhibition, % at 4.4 µM; UHRF1 binding to methylated oligo, TR-FRET; actives 0.75% (n = 370,000); in the data active means inhibition above about 21%;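 further: UHRF1 SRA domain binding a hemimethylated CpG hairpin DNA probe; 0% = median of test compound wells and 100% = reference inhibitor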
Target sequence (Q96T88 whole entry, looked up, the tested form may be a part): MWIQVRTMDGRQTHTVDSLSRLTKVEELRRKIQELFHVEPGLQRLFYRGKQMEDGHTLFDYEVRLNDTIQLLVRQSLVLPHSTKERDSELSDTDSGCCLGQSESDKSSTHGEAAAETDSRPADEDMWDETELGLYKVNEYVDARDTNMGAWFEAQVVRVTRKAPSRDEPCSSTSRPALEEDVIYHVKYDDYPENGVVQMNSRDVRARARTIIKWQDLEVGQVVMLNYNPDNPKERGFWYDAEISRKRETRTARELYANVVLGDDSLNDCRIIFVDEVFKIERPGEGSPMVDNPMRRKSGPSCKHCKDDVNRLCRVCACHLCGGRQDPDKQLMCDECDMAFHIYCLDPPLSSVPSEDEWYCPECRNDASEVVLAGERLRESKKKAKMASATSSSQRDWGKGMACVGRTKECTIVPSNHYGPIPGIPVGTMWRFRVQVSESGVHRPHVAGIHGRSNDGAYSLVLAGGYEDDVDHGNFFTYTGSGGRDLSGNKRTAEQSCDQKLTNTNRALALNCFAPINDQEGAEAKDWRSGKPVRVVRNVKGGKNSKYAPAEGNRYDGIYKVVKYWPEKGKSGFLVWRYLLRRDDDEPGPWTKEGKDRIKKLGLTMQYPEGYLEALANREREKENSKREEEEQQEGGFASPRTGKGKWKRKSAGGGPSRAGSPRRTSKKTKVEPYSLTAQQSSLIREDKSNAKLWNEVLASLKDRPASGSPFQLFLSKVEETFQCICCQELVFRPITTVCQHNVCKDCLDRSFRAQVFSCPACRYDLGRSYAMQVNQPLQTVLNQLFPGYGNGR
PRMT1 FP inh – blocks human protein arginine methyltransferase 1. Q99873. recombinant PRMT1, activity-based probe fluorescence polarization. inhibition, % at 2.79 µM. actives 1.3% (n = 370,000);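 active means inhibition above about 21% made by adding two undisclosed values, limit read from the data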
TDP2 inh – TDP2 (human) inhibition, absorbance primary screen | O95551 | recombinant TDP2, T5PNP hydrolysis, p-nitrophenol absorbance 415 nm | inhibition, % at 12.8 µM | actives 0.34% (n = 370,000) | AID 720702;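 active means inhibition above the mean of all tested compounds plus 3 SD, set per campaign, cut at about 25% in these data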;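 further: 0% = DMSO with enzyme and 100% = buffer with substrate but no TDP2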
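Test system: Human TDP2 enzyme | Reagent: 5 mM T5PNP | Compound dosing: 12.8 µM single point, 1% DMSO | Incubation: Enzyme reaction with compound for 2 h at 37 °C | Technique: p-Nitrophenol epi absorbance | Read-out: % inhibition relative to enzyme-containing and enzyme-free wells | Benchmarks: High control without enzyme, low control DMSO plus TDP2 | Replicates: Singlicate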
DDE Tn7 FP inh – inhibitors of Tn7 peptide binding to human fibrin DD(E). actives 0.13% (n = 370,000). inhibition, % at 8.3 µM. FP displacement of FITC-Tn7 peptide from fibrin DD(E); 0% = median of compound wells per plate;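 active means inhibition above the mean of compounds falling within the control limits plus 3 SD of them, cut at about 14% in these data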;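 further: 0% = plate median of compound wells and 100% = 10 µM Aha-Tn7 peptide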
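Assay system: human fibrin DD(E). Input: DD(E) 2 µM final. Medium: Tris buffer with calcium and detergent, pH 7.8. Compound dosing: single point at 8.3 µM. Timing: 10 min plus 3 h, room temperature. Technique: fluorescence polarization of the labelled Tn7 tracer. Read-out: percent inhibition. Replicates: singlicate testing.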
mABHD4 FP – ABHD4 (mouse) inhibition, primary FP screen; purified mABHD4, FP-Rh probe fluorescence polarization; Q8VD66; inhibition, % at 8.92 µM; actives 0.54% (n = 370,000);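 active means inhibition exceeding the mean over every tested compound plus 3 SD, cut at about 30% in these data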;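 further: 0% = plate median of compound wells and 100% = S159A mutant with DMSO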
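system = mouse ABHD4 enzyme, wild type | medium = HEPES pH 7.0, NaCl, Pluronic buffer | also added = FP-Rh probe | incubation = Enzyme–compound pre-incubation 45 min, then probe 60 min, both 25 °C | technique = fluorescence polarization, excitation 525 nm, emission 598 nm, BODIPY TMR filters | controls = S159A mutant high control, sample median low control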
SIAE primary – inhibitors of human sialic acid acetylesterase SIAE; Q9HAT2; SIAE FP-Rh probe binding, fluorescence polarization; inhibition, % at 9.66 µM; actives 0.69% (n = 370,000);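 active means inhibition above a cutoff: mean of compounds within the control limits plus 3 SD of those, cut at about 17% in these data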;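 further: 0% = plate median of compound wells and 100% = probe without SIAE protein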
HTRA1 inh – HTRA1 (human) protease inhibition | recombinant HTRA1, FP-rhodamine activity-based probe, fluorescence polarization | inhibition, % at 5.96 µM | actives 0.5% (n = 340,000) | AID 504803; in the data active means inhibition above about 36%;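 further: 0% = enzyme with DMSO and 100% = wells lacking enzyme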
PG9 Ab binder – PG9 antibody binding by small molecule | actives 0.43% (n = 360,000) | inhibition, % at 6.7 µM | TR-FRET gp120-PG9 antibody binding; in the data active means inhibition above about 8.5%
TCR CD3 inh – blocks the human TCR-CD3 interaction. actives 0.37% (n = 360,000). inhibition, % at 9.4 µM. AID 651800. TAMRA-labeled TCR probe fluorescence, biochemical; in the data active means inhibition above about 19%;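 further: recombinant mutant TCR 2C K166C tagged with TAMRA read by polarization; 0% = receptor in buffer alone and 100% = receptor with positive control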
Active calls of the source: *; . = no result given. Compounds were not picked by outcome. Share with any hit: about 4.2%.

SMILES	LEDGF integ inh	UHRF1 binding	PRMT1 FP inh	TDP2 inh	DDE Tn7 FP inh	mABHD4 FP	SIAE primary	HTRA1 inh	PG9 Ab binder	TCR CD3 inh
Cc1c(C(=O)N(CCC#N)c2ccccc2)sc2nc3n(c(=O)c12)CCCC3	5	-1	-9	0	-3	5	-10	0	-2.5	3
Cc1ccccc1C(=O)Nc1ccc(Br)cn1	-3	-4	0	-5	-2	6	-4	1	0.0	9
CC1CCC(CN2CCN=C2Nc2ccccc2)CC1 (centres undefined)	1	-1	0	11	3	3	2	-5	-2.4	3
Cc1cc2c(cc1C)C(=O)NC(C)(C)C2	2	2	0	-2	3	-2	8	-3	-3.0	2
CCOC(=O)N1CCN(C(=O)Cn2nc(C)n3nc(-c4ccc(CC)cc4)cc3c2=O)CC1	-5	5	5	-14	5	-11	0	-1	-0.2	-4
CC(=O)NC1CC2CCCC(C1)N2CC(=O)N1CCCc2ccccc21 (centres undefined)	5	8	-4	-8	-8	-7	-5	3	-2.3	-9
OCC(O)CN1CCCC1 (centres undefined)	0	2	3	11	-3	2	2	.	0.7	-1
CCCN(CCC)C(=O)C1CCCN1S(=O)(=O)c1cccc2nsnc12 (centres undefined)	3	-1	0	-3	-10	1	-2	8	-2.7	5
COc1ccc(-n2c(C)cc(C(=O)CN3C(=O)c4ccccc4C3=O)c2C)cc1	0	4	-1	11	-3	4	3	-16	-0.6	1
O=C1CN(c2nc(-c3cccs3)nc3sc4c(c23)CCCC4)CCN1	4	-4	-1	12	-7	-19	-3	-39	-1.1	-1
COc1cccc(C(=O)NN=C2CCCC2)c1	1	-4	-3	5	2	2	4	-3	-0.6	9
Cc1ccccc1-c1n[nH]c(=S)o1	0	3	4	8	-2	-2	4	6	35*	-6
CN(Cc1ccccc1)C(=O)COC(=O)c1ccc(=O)n(Cc2ccccc2)n1	4	-2	0	14	-9	10	-3	2	-2.2	0
CNC(=S)N/N=C/c1c(C)nn(-c2cccc(Cl)c2)c1Cl	0	-1	-3	8	-6	-1	2	-6	-2.1	2
Cc1noc(/C=C/N(C)C)c1S(=O)(=O)N1CCC(C(=O)O)CC1	17*	3	1	5	1	5	3	6	-2.1	-1
Cc1ccc(NCc2nc3ccccc3n2CCOc2ccccc2)cc1	2	-1	0	10	-8	4	14	-11	-0.5	6
Cc1ccc(S(=O)(=O)NNC(=O)C(O)(c2ccccc2C)c2ccccc2C)cc1	0	1	-2	5	0	-28	0	-6	-0.6	3
CNC(=O)c1ccc(NC(=O)CCc2c(C)noc2C)cc1	-2	-1	-1	7	3	5	4	1	-0.3	-7
COC(=O)c1ccc2ccn(CC(=O)NC(C)C)c2c1	-1	2	2	3	1	4	2	5	0.9	-4
O=S(=O)(NCCc1ccccc1)c1cnc(Cl)c(Br)c1	-4	0	2	3	2	3	1	-8	-2.9	-1

Reprinted from above, 12 compounds:
SMILES	LEDGF integ inh	UHRF1 binding	PRMT1 FP inh	TDP2 inh	DDE Tn7 FP inh	mABHD4 FP	SIAE primary	HTRA1 inh	PG9 Ab binder	TCR CD3 inh
Cc1c(C(=O)N(CCC#N)c2ccccc2)sc2nc3n(c(=O)c12)CCCC3	5	-1	-9	0	-3	5	-10	0	-2.5	3
Cc1ccccc1C(=O)Nc1ccc(Br)cn1	-3	-4	0	-5	-2	6	-4	1	0.0	9
CC1CCC(CN2CCN=C2Nc2ccccc2)CC1 (centres undefined)	1	-1	0	11	3	3	2	-5	-2.4	3
Cc1cc2c(cc1C)C(=O)NC(C)(C)C2	2	2	0	-2	3	-2	8	-3	-3.0	2
CCOC(=O)N1CCN(C(=O)Cn2nc(C)n3nc(-c4ccc(CC)cc4)cc3c2=O)CC1	-5	5	5	-14	5	-11	0	-1	-0.2	-4
CC(=O)NC1CC2CCCC(C1)N2CC(=O)N1CCCc2ccccc21 (centres undefined)	5	8	-4	-8	-8	-7	-5	3	-2.3	-9
OCC(O)CN1CCCC1 (centres undefined)	0	2	3	11	-3	2	2	.	0.7	-1
CCCN(CCC)C(=O)C1CCCN1S(=O)(=O)c1cccc2nsnc12 (centres undefined)	3	-1	0	-3	-10	1	-2	8	-2.7	5
COc1ccc(-n2c(C)cc(C(=O)CN3C(=O)c4ccccc4C3=O)c2C)cc1	0	4	-1	11	-3	4	3	-16	-0.6	1
O=C1CN(c2nc(-c3cccs3)nc3sc4c(c23)CCCC4)CCN1	4	-4	-1	12	-7	-19	-3	-39	-1.1	-1
COc1cccc(C(=O)NN=C2CCCC2)c1	1	-4	-3	5	2	2	4	-3	-0.6	9
Cc1ccccc1-c1n[nH]c(=S)o1	0	3	4	8	-2	-2	4	6	35*	-6

(further entries)
SMILES	LEDGF integ inh	UHRF1 binding	PRMT1 FP inh	TDP2 inh	DDE Tn7 FP inh	mABHD4 FP	SIAE primary	HTRA1 inh	PG9 Ab binder	TCR CD3 inh
CCNc1nc(NC(C)C)nc(SCCOc2ccc(C)cc2)n1	-3	3	0	-9	1	-7	-2	-43	-2.5	-4
CCC(C)(C)C1CCC(NC(=O)N2CCN(c3ccccc3O)CC2)CC1 (centres undefined)	-2	1	-1	13	2	7	5	5	0.0	-1
CC(=O)c1cccc(NC(=O)CSc2nc(=O)n(Cc3ccccn3)c3c2CCC3)c1	1	-2	2	1	1	4	5	2	-0.5	3
O=C(Cc1c[nH]c2ccccc12)N1CCN(S(=O)(=O)c2ccc(F)cc2)CC1	-3	17	0	-9	-1	4	-5	1	-0.3	0
Cc1ccc(NC(=O)c2c(Cl)nc3ccccn23)cc1	3	-5	-2	3	2	-6	2	4	-0.8	1
COc1ccc(OCC(=O)Nc2ccc(NC(=O)c3ccccc3Cl)c(OC)c2)cc1	-1	-1	-1	13	-3	-10	5	-13	-3.2	4
COCCN(C(=O)CCSc1ccc(F)cc1)c1c(N)n(Cc2ccccc2)c(=O)[nH]c1=O	4	-1	-2	8	6	0	7	9	0.5	-1
COc1ccc(NC2=CC(=O)CC(c3ccccc3)C2)c(OC)c1 (centres undefined)	2	-3	-1	2	2	18	8	-6	-0.9	1
O=C(COC(=O)/C=C/c1ccc(Cl)cc1Cl)NCCC1=CCCCC1	1	-1	0	2	-6	3	0	2	1.1	10
O=C(CSc1nncs1)Nc1ccc(Cl)cc1C(F)(F)F	-1	3	-3	-14	-4	-2	-2	1	-0.2	0
CN(C(=O)C1CCC(=O)N(CCCN2CCCC2=O)C1)C(C1CC1)C1CC1 (centres undefined)	1	3	-2	-5	-6	2	1	1	1.2	2
Cc1nc2nc(CC(=O)O)[nH]n2c(=O)c1[N+](=O)[O-]	-1	3	3	10	8	-1	-6	7	-1.8	-4
O=C(C[C@H]1CC[C@@H]2[C@H](COC[C@H](O)CN2Cc2cccc(C(F)(F)F)c2)O1)NCCc1ccccc1	3	0	-2	-10	-3	4	0	.	-1.5	-2
Cc1sc(NC(=S)NC(=O)C(C)(C)C)c(C(N)=O)c1C	-2	4	3	0	6	0	0	2	-0.3	-8
CCc1ccccc1S(=O)(=O)Cc1ccc(C(=O)NCc2ccc3c(c2)OCO3)o1	1	3	9	3	1	1	-3	-2	-3.4	-2
CC1(C)C[C@H]2C3=CCC4[C@@]5(C)CC[C@H](O[C@@H]6O[C@H](C(=O)O)[C@@H](O)[C@H](O)[C@H]6O)[C@@](C)(CO)C5CC[C@@]4(C)[C@]3(C)C[C@H](O)[C@@]2(CO)[C@@H](O)[C@@H]1O (some centres undefined)	1	3	-2	-5	-7	0	-5	0	-0.9	5
CCCCCC[C@@H](CC)CN(C(=O)Oc1ccccc1)c1ccccc1	-4	0	7	1	15*	-5	1	.	.	.
C[C@H](NC(=O)c1ccco1)C(=O)Nc1cccc([N+](=O)[O-])c1	0	2	3	1	8	2	2	1	1.8	-2
COCCN(Cc1cc2cc(C)ccc2nc1Cl)C(=O)Nc1ccccc1C	3	5	2	1	-1	-8	8	1	-0.7	-4
O=C(COc1coc(CN2CCc3ccccc32)cc1=O)Nc1ccccc1	-2	-3	4	-2	4	8	6	-8	1.1	4
O=C(Nc1cccc(Cl)c1)c1cc(-c2ccco2)on1	2	2	-4	-4	-6	-19	10	-36	-1.3	7
CCCc1cc(C(=O)Nc2ccc(C(C)=O)cc2)no1	-1	-3	1	-1	1	4	11	-7	0.3	-5
CC(=O)c1cccc(NC(=O)CN(C)S(=O)(=O)c2ccc3c(c2)CC(C)N3C(C)=O)c1 (centres undefined)	-3	4	-1	1	-1	-3	6	2	-1.7	-12
CC(C)CC(=O)c1c(O)c(C=O)c(O)c2c1O[C@@]1(C)[C@@H](C2)C[C@H]2C[C@@H]1C2(C)C	0	1	0	-7	6	-9	-8	3	-1.1	-1
CCOC(=O)N1CCC(c2nc(C)sc2C(=O)O)CC1	-3	5	3	1	6	2	-5	-3	-0.8	1
c1ccc(COc2ncnc3c2ncn3CCCNCc2ccccn2)cc1	0	-3	-1	4	4	-3	-4	5	-0.6	1
CCC(C(=O)OCC(=O)Nc1ccc(C(=O)Nc2ccc(OC)cc2)cc1)c1ccccc1 (centres undefined)	-5	2	2	5	7	-8	-3	-3	-3.4	3
CCOc1cc(/C=N/Nc2nc(C)cc(=O)[nH]2)ccc1O	-1	-5	0	18	4	-1	7	7	-2.8	3
COC(=O)C[C@@H]1CC[C@H]2[C@H](COc3ccc(NC(=O)Nc4ccc(C#N)cc4)cc3C(=O)N2C)O1	-1	1	-3	-9	2	1	2	.	.	.
CN(Cc1ccccc1)c1ccc(N2C(=O)CCC2=O)cc1[N+](=O)[O-]	6	-4	-4	-19	-5	-7	-1	-5	-2.2	2
Cc1ccc(CCC(=O)Nc2ncc(Cc3cccc(Cl)c3Cl)s2)o1	-1	-2	0	-2	-6	2	-5	-1	0.3	3
OCCC1CN(Cc2cccc3c2OCO3)CCN1C1CCCC1 (centres undefined)	4	-4	-5	-1	0	1	6	5	-1.9	6

Screens (PubChem BioAssay)
